# Growth percent in the NCI-60 one-dose screen (48 h, 10 µM unless noted): 100 = growth as untreated, 0 = no growth, -100 = all killed.
# CAKI-1 – CAKI-1 renal cancer; hit rate 4.7% among 75,000
# A498 – A498 renal cancer cells; hit rate 5.4% among 76,000
# SN12C – SN12C renal cancer cells | hit rate 3.8% among 81,000
# UO-31 – UO-31 renal cancer | hit rate 5.2% among 81,000 | AID 1794768
# RXF 393 – RXF 393 renal cancer cells | hit rate 6.9% among 77,000
# 786-0 – 786-0 renal cancer cells | hit rate 5.1% among 81,000 | AID 1794775
# U251 – U251 CNS tumor cells; hit rate 5.4% among 80,000; AID 1794753
# TK-10 – TK-10 renal cancer cells; hit rate 3.9% among 81,000; AID 1794769
# ACHN – ACHN renal cancer | hit rate 4.9% among 81,000
# An asterisk follows results filed as active; / = no result given; & = joins results of further samples. The calls were made as follows: active = growth percent below 10; inactive = the rest.
SMILES,CAKI-1,A498,SN12C,UO-31,RXF 393,786-0,U251,TK-10,ACHN
CCC1([N+](=O)[O-])COC(c2ccc(C(C)C)cc2)OC1 (stereo not drawn),96,93,94,/,116,107,112,97,109
CCOC(=O)CN1C2=C(C(=O)CC(C)(C)C2)C(c2cccs2)C2=C1CC(C)(C)CC2=O,/,94,101,73,95,107,110,101,101
O=c1nc(SCc2ccc3sccc3c2)nc(SCc2ccc(C(F)(F)F)cc2)[nH]1,90,58,70,77,90,72,20,97,92
Cc1ccc(S(=O)(=O)NC(=O)NC2=NC(C)(C)N(c3ccc(Cl)c(Cl)c3)C(N)=N2)cc1,100,116,98,91,69,45,30,113,105
O=C1SCCN1/N=C/c1ccc([N+](=O)[O-])o1,80,100,97,83,108,109,107,134,110
O=C(Nc1ccc(Cl)cc1)Nc1ccc(Oc2ccc(NC(=O)Nc3ccc(Cl)cc3)cc2)cc1,84,116,101,72,128,102,102,121,94
CC(=O)Nc1nc(C)c(C(=O)N/N=C/c2cccn2C)s1,111,90,95,94,119,111,103,/,107
CN(CC#N)C(=O)C(=O)c1c[nH]c2ccccc12,97,121,104,75,115,105,110,122,105
CN1CCN(CCOc2ccc(-c3cnc4c(-c5cccc(F)c5F)cnn4c3)cc2)CC1,-8.2*,95,90,81,97,-61*,-32*,-64*,-23*
Cc1ccc2c(c1)Sc1c(ccc3ccccc13)N2,73,92,82,60,64,18,45,127,64
COc1cc(/C=C(\C#N)c2ccc([N+](=O)[O-])cc2)ccc1O,84,/,96,56,94,110,89,85,114
CCOC(=O)c1ccc(NC2=C(Br)C(=O)C(C)=C(C)C2=O)cc1,97,96,90,83,110,97,102,129,100
O=C(O)c1cc(-c2cc(C(=O)O)c3ccccc3n2)ccc1O,78,95,96,74,118,117,102,105,105
COc1cc2[nH]c(C(=O)c3ccc(Cl)cc3)cc2c(OC)c1OC,92,96,96,81,94,93,97,125,97
COc1ccc(N2C(=O)C3C/C(=C/N(C)C)C(=O)N3C2N(C)C)cc1 (stereo not drawn),/,96,103,94,110,93,104,113,111
COC(=O)[C@@H](Cc1ccccc1)NC(=O)[C@H](CCSC)NC(=O)[C@@H]1CCCN1C(=O)CNC(=O)[C@H](C)NC(=O)OCc1ccccc1,94,99,103,83,109,103,105,103,102
c1ccc(CCCc2ccnc3ccccc23)nc1,83,107,85,85,121,96,99,117,95
C/C(=N\NC1=NCCN1)c1cnn(C2=NCCN2)c1C,95,/,99,83,110,102,/,96,107
CCN1CCN(CCNc2nccc(-c3cn(-c4ccccc4)nc3-c3ccc(Cl)c(OC)c3)n2)S1(=O)=O,90,103,100,96,106,82,94,115,99
Cc1ccc(-c2ccc(/C=C(\C#N)C(=O)c3c[nH]c4ccccc34)o2)cc1Cl,87,101,97,78,100,99,101,178,96
CCN(CC)CC(Cc1ccccc1)OC(=O)c1ccccc1 (stereo not drawn),91,86,102,90,118,103,93,107,103
Cc1ccccc1N1C(=O)C=CC1=O,96,109&117,107&92,92&95,107&127,101&108,97&106,99&102,109&93
COc1cc2c(c3c1c(=O)c1cccc(F)c1n3C)C=CC(C)(C)O2,-64*,90,64,-26*,89,103,/,95,48
COc1ccc(-c2cs/c(=N\N=C\c3cccc(C)c3)n2-c2ccccc2)cc1,89,104,98,71,118,105,96,139,97
O=C(c1cc2cccnc2n1-c1ccc(Cl)c(Cl)c1)N1CCC1,82,94,103,66,103,102,96,95,94
Cn1cc(-c2nc(N)nnc2-c2c[nH]c3ccccc23)c2cc(Br)ccc21,25,-12*,28,33,7.6*,43,23,89,39
N/C(=N\c1nc2c(F)cccc2s1)C(Cl)(Cl)Cl,84,71,96,92,101,86,94,/,83
NC(N)=N/N=C\c1ccnc2ccccc12,82,/,105,84,102,107,/,104,99
C=CS(C)(=O)=O,104,70,81,95,99,105,85,83,96
CC1=CC(=O)C(CN(C)C)(CN(C)C)C(C)(C)C1,/,105,97,85,108,102,107,112,/
Cc1cc2c(c(C)c1Cl)C(=O)/C(=C/C/C=C/c1ccccc1)O2,86,97,88,64,121,102,97,137,88
COc1ccc(C(NC23CC4CC(CC(C4)C2)C3)c2nnnn2C(C)(C)CC(C)(C)C)cc1 (stereo not drawn),85,/,93,86,91,87,91,101,94
CCn1c(Cc2ccccc2Nc2c(Cl)cccc2Cl)nnc1SCC(=O)NN1C(=O)/C(=C/c2ccc(Br)cc2)SC1=S,93,/,101,84,104,103,105,108,108
N#Cc1c(-c2cccc([N+](=O)[O-])c2)nc(SCC(=O)c2ccccc2)[nH]c1=O,88,110,98,73,103,100,98,107,97
CCOC(=O)C(C(=O)OCC)c1ccc(Cl)cc1,110,99,101,84,107,103,/,117,123
CCc1cc(CC)c(CC)c(C(=O)OCCN(CC)CC)c1CC,82,86,89,84,112,79,101,90,92
Cc1ccccc1C(C)(O)c1cnc(C)n1Cc1ccccc1 (stereo not drawn),73,/,98,92,99,101,99,101,109
O=C1C=CC(=O)N1C1CCCCC1,106,89,91,98,105,106,99,96,108
COc1ccc(/C=C2\CN(C)CC3C2=NN(CCO)C3c2ccc(OC)cc2)cc1 (stereo not drawn),65,102,89,67,/,96,86,102,87
O=C(Nc1ccccn1)c1cc2cc(Nc3nc(-c4ccccc4)nc4ccccc34)ccc2oc1=O,/,125,105,79,139,99,107,106,108
COc1ccc2[nH]c(O)c(N=Nc3nc(-c4cc5ccccc5oc4=O)cs3)c2c1,103,114,99,89,/,78,75,138,100
CCCCCCCCCCCCSC(SCCCCCCCCCCCC)SCCCCCCCCCCCC,109,101,93,93,104,112,90,94,119
NC(=S)N=Nc1c(O)c2ccccc2c2ccccc12,84,101,-89*,43,99,101,26,116,61
CCOc1ccc(C(=O)CCN2CCC3CCC(C3)C2)cc1 (stereo not drawn),104,102,109,84,114,97,102,87,112
COc1cc(/C=N/n2cnc3oc(-c4ccccc4)cc3c2=N)ccc1O,99,105,86,91,10,67,101,98,78
O=[N+]([O-])c1cc(S(=O)(=O)c2ccc(F)c([N+](=O)[O-])c2)ccc1F,109,107,108,86,83,100,63,119,97
Nc1ccc(NC(=S)Nc2ccccc2)cc1,/,101,106,103,116,109,113,115,113
COc1ccc(CNNC(=O)c2cccnc2)c(OC)c1OC,93,102,99,96,107,99,101,104,110
OC(c1ccccc1)C1(c2ccccc2)CCN(Cc2ccccc2)CC1 (stereo not drawn),83,105,103,83,102,93,/,100,108
O=C(Oc1ccc(C2c3cc(OC(=O)c4ccccc4)c(OC(=O)c4ccccc4)cc3CC3C(=O)OCC32)cc1OC(=O)c1ccccc1)c1ccccc1 (stereo not drawn),/,101,95,78,98,94,86,97,105
O=C(Nc1ccccc1)N1CCN(c2ccccc2)CC1,99,112,95,85,92,106,107,88,105
CC1=C([Se]CC(OC(=O)[C@@H](CO)NC(=O)OC(C)(C)C)C(=O)NCCCCCC(=O)OCc2ccccc2)C(=O)c2ccccc2C1=O (stereo partly drawn),-87*,31,-73*,-100*,-99*,-97*,-86*,-96*,-83*
CCCCCCn1c(-c2ccc(-c3nc(-c4ccc5ccccc5c4)no3)cc2)nc(-c2ccccc2)c1-c1ccccc1,85,/,101,72,108,106,99,118,102
COC(=O)c1ccc(Nc2cc(C(C)(C)C)[nH]n2)c(N)c1,115,92,110,91,116,100,109,/,110
CC(C)(C)NC(=O)Nc1nccnc1OCc1ccc(Cl)cc1,90,82,95,79,103,92,98,97,97
N#C/C(=C\c1ccc(-c2ccccc2)cc1)c1ccc([N+](=O)[O-])cc1,93,77,98,87,119,98,94,98,94
O=C(O)c1ccc(NC(=O)C(Cl)Cl)cc1,/,95,106,99,103,95,91,99,105
O=C(CSc1nc2ccccc2c(=O)n1Cc1ccccc1)Nc1ccc(S(=O)(=O)Nc2ccc(Cl)nn2)cc1,87,95,101,79,/,106,100,145,90
Cc1[nH]c(-c2nc3ccccc3[nH]2)c(C)c1C(=O)NCC(C)C,97,/,94,88,105,105,104,118,103
CCCCOc1ccc(/C=N/Nc2cc(C)nc3ccc(Br)cc23)cc1,71,/,-78*,-71*,-72*,-84*,-53*,76,20

# The list goes on.
SMILES,CAKI-1,A498,SN12C,UO-31,RXF 393,786-0,U251,TK-10,ACHN
O=C1CC2(CCCCC2)Oc2ncccc21,103,94,102,97,105,98,102,99,105
C=CCN1C(=O)C2CCCCC2C1=O (stereo not drawn),100,111,109,93,139,109,109,121,107
COc1cccc(/C(O)=C2\C(=O)C(=O)N(CCCn3ccnc3)C2c2cc(OC)c3c(c2)OCO3)c1 (stereo not drawn),105,98,104,96,109,106,96,97,97
CCCCCCCCCCCC[n+]1c(C)cc(N)c2ccccc21,26,/,7.9*,/,-28*,0.3*,8.6*,7.9*,12
Fc1ccc(-c2cn(Cc3nc4ccccc4[nH]3)nn2)cc1,94,70,95,73,114,100,94,96,102
CC(C)C(C(=O)O)N1C(=O)/C(=C/c2ccc3c(c2)CCCN3C)SC1=S (stereo not drawn),89,97,95,79,91,103,98,99,108
CCCN1C(=O)/C(=C2\SC(=N)NC2=O)c2ccccc21,103,95,96,96,94,90,96,100,106
O=C1Nc2ccc3c(c2/C1=C\c1cc2c(cc1Br)OCO2)OCO3,-26*,19,27,-16*,-16*,11,13,-31*,11
Cc1ccc(C(=O)Nc2ccc(Cl)cc2C(=O)NCc2ccccc2)cc1,78,79,98,76,87,98,82,105,86
COc1ccc(/C=C2\Oc3cc(OCCN4CCC(Cc5ccccc5)CC4)ccc3C2=O)cc1OC,74,70,66,52,48,78,71,95,97
C(=N\Nc1nc(-c2ccccc2)cs1)/c1ccc2c(c1)Cc1ccccc1-2,87,137,101,82,109,106,103,127,104
CC(C)C1=C[C@@]23CC[C@@H]4[C@](C)(CCC[C@@]4(C)C(=O)OCc4cn(Cc5ccccc5)nn4)[C@H]2C[C@@H]1[C@H]1C(=O)OC(=O)[C@H]13,/,99,97,83,88,95,83,86,101
CN1C([C@@H]2C[C@@H]3C(=O)N(c4ccccc4)C(=O)[C@@H]3c3ccoc32)=CC2C=CC=CC21 (stereo partly drawn),89,96,95,79,101,102,97,100,100
COc1ccc(/C=C/C=C\C(=O)c2ccc(-n3ccnc3)cc2)cc1,91,73,91,74,93,-0.6*,83,96,94
Cc1ccc(S(=O)(=O)NCCNc2nccc(-c3c(-c4cccc(F)c4)nc4occn34)n2)cc1,58,54,74,36,/,64,69,92,63
CNC(=O)c1ccc([N+](=O)[O-])cc1,112,94,101,/,109,112,105,/,100
COc1cc2oc(-c3ccc(NC(=O)c4ccc5c(c4)OCO5)cc3)cc(=O)c2c(OC)c1OC,96,116,94,85,102,88,95,100,99
Cc1[nH]ncc1[N+](=O)[O-],104,82,95,96,97,102,102,101,104
Fc1ccc2[nH]c3nc(=S)[nH]nc3c2c1,102,83,103,87,111,100,97,102,103
Clc1ccc2c(NCCNc3nc(N4CCCCC4)nc4ccccc34)ccnc2c1,/,76,-2.9*,-98*,-40*,-37*,-82*,-32*,-73*

# By substructure: the entries above with two or more sulfur atoms
SMILES,CAKI-1,A498,SN12C,UO-31,RXF 393,786-0,U251,TK-10,ACHN
O=c1nc(SCc2ccc3sccc3c2)nc(SCc2ccc(C(F)(F)F)cc2)[nH]1,90,58,70,77,90,72,20,97,92
CCn1c(Cc2ccccc2Nc2c(Cl)cccc2Cl)nnc1SCC(=O)NN1C(=O)/C(=C/c2ccc(Br)cc2)SC1=S,93,/,101,84,104,103,105,108,108
CCCCCCCCCCCCSC(SCCCCCCCCCCCC)SCCCCCCCCCCCC,109,101,93,93,104,112,90,94,119
O=C(CSc1nc2ccccc2c(=O)n1Cc1ccccc1)Nc1ccc(S(=O)(=O)Nc2ccc(Cl)nn2)cc1,87,95,101,79,/,106,100,145,90
CC(C)C(C(=O)O)N1C(=O)/C(=C/c2ccc3c(c2)CCCN3C)SC1=S (stereo not drawn),89,97,95,79,91,103,98,99,108

# Back to the main list, repeating the 4 entries before the break.
SMILES,CAKI-1,A498,SN12C,UO-31,RXF 393,786-0,U251,TK-10,ACHN
COc1cc2oc(-c3ccc(NC(=O)c4ccc5c(c4)OCO5)cc3)cc(=O)c2c(OC)c1OC,96,116,94,85,102,88,95,100,99
Cc1[nH]ncc1[N+](=O)[O-],104,82,95,96,97,102,102,101,104
Fc1ccc2[nH]c3nc(=S)[nH]nc3c2c1,102,83,103,87,111,100,97,102,103
Clc1ccc2c(NCCNc3nc(N4CCCCC4)nc4ccccc34)ccnc2c1,/,76,-2.9*,-98*,-40*,-37*,-82*,-32*,-73*
c1ccc2[nH]c(-c3ccc(Nc4nc(N5CCOCC5)nc5[nH]ncc45)cc3)nc2c1,79,92,/,77,74,76,72,92,62
OC(CN1CCCC2CCCCC21)c1cc2ccccc2c2ccccc12 (stereo not drawn),41,59,50,36,/,-12*,28,53,29
CN(CCO)Cc1ccc(Cl)cc1,101,126,98,84,120,94,113,111,102
COc1cc(C2C(C#N)=C(N)Oc3cc(N)ccc32)cc(Br)c1OC (stereo not drawn),97,98,100,84,97,106,96,/,99
COc1ccc2oc(=O)cc(C3NNC(=S)N3)c2c1 (stereo not drawn),90,94,98,83,99,95,100,107,99
O=C(O)C1C=CC(C(=O)O)c2ccccc21 (stereo not drawn),73,82,89,88,89,95,97,106,91
O=C1CSC(=S)N1/N=C/c1ccc(OCc2ccccc2)cc1,102,112,90,85,88,119,/,111,103
CCOC(=O)Cn1c(O)c(N=Nc2ccc(S(N)(=O)=O)cc2)c2cc(Cl)ccc21,70,90,96,71,76,90,95,101,/
Cc1ccc(-c2nc(Nc3ccc(S(N)(=O)=O)cc3)c3ccccc3n2)cc1,37,61,69,54,/,14,50,104,43
COc1nc(/C=C\Nc2ccc3c(c2)OCCOCCOCCOCCO3)nc(OC)n1,93,76,93,80,100,98,103,82,100

# This is a random part of the collection, and some 12% of all compounds hit somewhere here.
